Screening results: PubChem, National Center for Advancing Translational Sciences (NCATS)
TCR activator: T cell receptor activation | primary human leukocytes, anti-CD3, IL-2 HTRF, 48 h | Potency, µM (titrated, usually from 9.22 µM), for the others: at the top dose activation of IL-2 secretion, actives largely listed as activators | 330,000 tested, under 10 active | AID 504894; note: % of control where 0% means no effect
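Human primary leukocytes + a-CD3 beads + cpd, 48 hr; IL-2 in supernatant by HTRF (ex 320nm / em 665nm). No co-stimulatory signal supplied.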
BRCA1 expr up: activators of BRCA1 expression | MCF7-BRCA1-FFLuc reporter, luminescence, 48 h; response scale: scaled: vehicle 0%, 10 µM genistein 100% | Potency, µM (top dose mostly 46.1 µM), inactives show top-dose activation, usual class: activators | 1.1% of 380,000 active | AID 624202; note: potency is the fitted concentration of half-maximal effect; nearly all actives have a fitted effect of over 80% in size; some results filed as inactive show a strong effect at the top dose
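Activators of BRCA1 expression were detected as increased firefly luciferase luminescence in engineered MCF7 cells after 48 h compound incubation. Signals were scaled to genistein 10 microM as full activation.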
B2AR arrestin: beta2AR (human) beta-arrestin recruitment activity; beta-arrestin recruitment to beta2AR, cell-based reporter; Potency, µM (series often up to 46.1 µM), for the others: at the highest dose activation, usual class: activators; 0.02% of 330,000 active;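 note: potency is the fitted concentration of half-maximal effect; 0% = DMSO controls and full agonism = EC100 isoproterenol or metaproterenol; nearly all actives have a fitted effect of over 65% in size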
PTAP TSG101 blk: blocks PTAP/TSG101 interaction to inhibit HIV-1 budding | Potency, µM (doses to about 115 µM), inactives show top-dose activity change, negative = inhibition, usual class: inhibitors | Fluorescence polarization, FITC-PTAP peptide / Tsg101 binding | 340,000 tested, under 10 active; active = well fitted inhibition curve with a large enough effect in the main read-out, with a control signal flat, not every such curve was filed as active; inconclusive = small, poorly fitted or top-dose-only effect, or effect the other way, or a change in a side signal; inactive = no such curve, though single readings can be large or run the other way; note: potency is the fitted concentration of half-maximal effect; % of control where 0% means no effect
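Steps: Tsg101 binding domain dispensed (10 uM final), compounds pinned in DMSO, FITC-labeled PTAP-motif peptide added (50 nM final); after 20 min binding at room temperature, polarization measured.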
MLL CXXC-DNA inh: MLL CXXC-DNA interaction inhibition. Q03164. MLL-CXXC / FITC-HOXA9 DNA fluorescence polarization. Potency, µM (top dose mostly 115 µM), for inactives: at the top dose activity change, negative = inhibition, actives largely listed as inhibitors. 0.037% of 290,000 active. AID 2662; active = well fitted inhibition curve with a large enough effect in the polarisation, with a control signal flat, not every such curve was filed as active; inconclusive = small, poorly fitted or top-dose-only effect, or effect the other way, or a change in a side signal; inactive = no such curve, though single readings can be large or run the other way; the % refers to the polarisation; note: potency is the fitted concentration of half-maximal effect
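Purified MLL-CXXC (added from a 7 uM solution) was preincubated 5 min at ambient with pinned compounds in 50 mM Tris-HCl pH 7.5, 50 mM NaCl, 1 mM DTT, 0.05% BSA. Fluorescein-labeled HOX-A9 DNA (50 nM solution) followed, 30 min, then polarization read.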
TRPV1 ag: agonists of human vanilloid receptor 1 (TRPV1). Q8NER1. activation, % at 8.33 µM. 0.19% of 320,000 active. AID 540275. TRPV1-expressing cells, Fluo-8 calcium influx, agonist mode; in the data active = activation above about 80%; inconclusive = between about 30% and that limit; note: 0% is about no effect
Target sequence (Q8NER1 whole entry, looked up): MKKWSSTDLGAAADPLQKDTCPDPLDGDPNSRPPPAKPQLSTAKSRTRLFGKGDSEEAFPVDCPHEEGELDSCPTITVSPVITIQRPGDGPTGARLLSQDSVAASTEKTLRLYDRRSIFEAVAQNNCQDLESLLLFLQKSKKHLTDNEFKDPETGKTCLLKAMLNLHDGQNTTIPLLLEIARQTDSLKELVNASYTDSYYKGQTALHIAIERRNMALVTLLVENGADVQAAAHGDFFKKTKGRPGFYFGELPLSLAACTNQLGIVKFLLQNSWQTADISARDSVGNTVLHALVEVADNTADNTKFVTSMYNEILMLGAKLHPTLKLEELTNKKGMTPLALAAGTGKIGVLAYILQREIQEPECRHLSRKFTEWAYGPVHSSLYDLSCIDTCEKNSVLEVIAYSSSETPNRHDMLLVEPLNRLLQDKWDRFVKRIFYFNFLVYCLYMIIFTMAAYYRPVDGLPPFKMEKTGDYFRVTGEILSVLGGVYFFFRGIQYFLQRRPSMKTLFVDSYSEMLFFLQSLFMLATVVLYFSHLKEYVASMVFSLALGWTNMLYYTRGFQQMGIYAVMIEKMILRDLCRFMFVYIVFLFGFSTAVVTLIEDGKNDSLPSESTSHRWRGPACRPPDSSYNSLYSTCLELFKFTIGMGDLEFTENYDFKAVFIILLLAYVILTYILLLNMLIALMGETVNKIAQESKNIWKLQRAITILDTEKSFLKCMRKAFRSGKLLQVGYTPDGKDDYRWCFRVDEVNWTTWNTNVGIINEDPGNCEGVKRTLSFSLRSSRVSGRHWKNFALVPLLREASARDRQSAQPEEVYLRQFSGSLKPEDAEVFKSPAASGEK
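Fluo-8 calcium influx in TRPV1-expressing cells, kinetic read (ex 480/em 520 nm). Compound added and read 3 min for agonist activity, followed by capsaicin at EC20 final and 2 min further read for enhancement.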
p53 reactivator: re-activators of mutant p53; AID 504706; Potency, µM (series often up to 92.2 µM), for the others: top-dose activity change, positive = activation, hits mostly activators; 0.063% of 320,000 active; H1299 p53-A138V BP100-luciferase reporter, luminescence, 24 h; note: potency is the fitted concentration of half-maximal effect; % of control where 0% means no effect; nearly all actives have a fitted effect of over 45% in size
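H1299 (p53-null), stable ts p53-A138V + BP100-Luc; 1000 cells/well, Opti-MEM/10% FBS; cpd 4 pt, 1:5; 24 h, 37 deg C, 5% CO2; detection reagent 10 min RT; luminescence.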
a7 integrin act: activators of alpha7 integrin expression for muscular dystrophy; alpha7betagal myoblasts, beta-gal FDG fluorescence, 48 h; Potency, µM (doses to about 38.3 µM), without a hit: top-dose activation, actives largely listed as activators; 0.064% of 350,000 active; AID 624291;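 note: potency is the fitted concentration of half-maximal effect; 100% = response of the positive control SU9516; nearly all actives have a fitted effect of over 60% in size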
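alpha7betagal+/- myoblasts (passage 13, 250/well) treated 48 h at 37C with compounds at 1:260 dilution of DMSO stock. Lysed, then beta-galactosidase activity read as FDG fluorescence (ex 480/em 540) after 30 min, with pre-read for autofluorescence.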
ELG1 DNA repair: inhibitors of ELG1-dependent DNA repair in HEK293T cells; HEK293T ELG1-luciferase reporter, luminescence, 16 h; DNA damage induced by 5-fluorouridine; 2.3% of 330,000 active; AID 504467; Potency, µM (series often up to 46.1 µM), without a hit: at the highest dose activity change, negative = inhibition, hits mostly inhibitors; note: potency is the fitted concentration of half-maximal effect; % is set by controls: 0 for no effect and ±100 for the full control effect; nearly all actives have a fitted effect of over 55% in size
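Luminescence from the luciferase reporter, measured 30 min after ONE-Glo reagent at room temperature, was the read-out. Beforehand, 2,000 cells per well were exposed for 16 hr at 37 °C to 5-fluorouridine together with compound or vehicle.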
A-T KAP1 phos: potential ataxia-telangiectasia treatment. Potency, µM (series often up to 57.5 µM), inactives show at the top dose activation, hits mostly activators. AID 485349. […] A-T fibroblasts, KAP-1 phosphorylation AlphaLISA; neocarzinostatin DNA damage 30 min before lysis. 0.19% of 320,000 active; note: potency is the fitted concentration of half-maximal effect; % of control where 0% means no effect; nearly all actives have a fitted effect of over 45% in size
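ATM-like activity read as KAP-1 phosphorylation via AlphaLISA donor/acceptor antibody pairs after lysis and 6 hr at 25C. Cells were ATM-null patient fibroblasts ([…], hTERT), dosed 60 min, then exposed to the DSB inducer NCS for 30 min.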
Active calls of the source: *; ? = inconclusive; nt = no result given; & = joins results of further samples; [ ] = dose if it differs, or a comment. Unless noted, calls come from the whole dose curve; as a rule, active = well fitted curve in the direction sought with a large enough effect; inconclusive = small, poorly fitted or top-dose-only effect, or another doubt; inactive = no such curve, though single readings can be large; an effect the other way counts as inactive or inconclusive.

Start of the listing, in advance:
SMILES	TCR activator	BRCA1 expr up	B2AR arrestin	PTAP TSG101 blk	MLL CXXC-DNA inh	TRPV1 ag	p53 reactivator	a7 integrin act	ELG1 DNA repair	A-T KAP1 phos
CC(C)NS(=O)(=O)c1ccc(OCC(=O)NC2CCCCCC2)cc1	nt	2%	-1.1%	-5%	0%	3	-3%	-22%	-3%	6%
CC(C)(C)c1ccc(C(=O)NCCC(=O)NCc2cccs2)cc1	2%	-17%	0.2%	-7%	11%	?	4%	-16%	?	-5%
Cc1cc(C)n(S(=O)(=O)c2ccccc2)n1	-4%	1%	-0.2%	-1%	1%	2	4%	5%	13%	0%
COc1ccc(N(Cc2cc3cc(C)ccc3[nH]c2=O)C(C)=O)cc1	6%	-7%	0.4%	-5%	-7%	3	?	-12%	-11%	10%

Main list, previewed entries included:
SMILES	TCR activator	BRCA1 expr up	B2AR arrestin	PTAP TSG101 blk	MLL CXXC-DNA inh	TRPV1 ag	p53 reactivator	a7 integrin act	ELG1 DNA repair	A-T KAP1 phos
CC(C)NS(=O)(=O)c1ccc(OCC(=O)NC2CCCCCC2)cc1	nt	2%	-1.1%	-5%	0%	3	-3%	-22%	-3%	6%
CC(C)(C)c1ccc(C(=O)NCCC(=O)NCc2cccs2)cc1	2%	-17%	0.2%	-7%	11%	?	4%	-16%	?	-5%
Cc1cc(C)n(S(=O)(=O)c2ccccc2)n1	-4%	1%	-0.2%	-1%	1%	2	4%	5%	13%	0%
COc1ccc(N(Cc2cc3cc(C)ccc3[nH]c2=O)C(C)=O)cc1	6%	-7%	0.4%	-5%	-7%	3	?	-12%	-11%	10%
CC(C)(C)n1nnnc1C(c1cccs1)N1CCN(C(=O)c2ccco2)CC1 (stereo unspecified)	1%	-9%	-0.1%	-4%	1%	-3	-2%	11%	8%	0%
CCn1c(SCC(=O)Nc2cc(C)on2)nnc1-c1ccc(C)cc1	-1%	0%	-0.2%	0%	8%	0	4%	0%	8%	1%
O=C(CCn1ccc2ccccc21)NC1CCCc2ccccc21 (stereo unspecified)	2%	-30%	0.1%	-5%	1%	-2	6%	-23%	-15%	1%
COC(=O)c1sc(NC(=O)COc2ccccc2C)nc1C	-4%	100%	9.7%	-1%	-4%	-3	10%	-4%	?	-1%
COc1cc(C(=O)O/N=C(\N)c2ccc([N+](=O)[O-])cc2)cc(OC)c1OC	2%[46.1 µM]	11%	-0.8%	-8%	15%	2	-8%	41%	?	3%
CCOC(=O)c1cc(NC(=O)c2c(C)noc2C)cc(C(=O)OCC)c1	1%	-4%	0.0%	-4%	3%	7	0%	-20%	?	9%
COc1ccc(S(=O)(=O)N2CCCCC2)cc1NC(=O)c1cc(C)on1	3%	-37%	0.0%	-2%	12%	11	15%	?	-24%	-1%
Cc1cccc(N2CCN(S(=O)(=O)c3ccc4c(c3)CCCN4C(=O)C3CCC3)CC2C)c1 (stereo unspecified)	3%	0%	0.2%	-3%	0%	-4	-2%	9%	?	-11%
COC(=O)[C@@H](Cc1ccccc1)NC(=O)NCCc1ccccc1	-2%	-25%	0.0%	-7%	0%	1	-1%	-32%	17%	11%
COc1cccc(-c2cc(C(=O)Nc3ccc(N(C)C(C)=O)cc3)c3cc(Br)ccc3n2)c1	1%	-46%	nt	-3%	nt	nt	nt	-20%	nt	nt
Cc1ccc(Cl)cc1NC(=O)CN1CCN(S(=O)(=O)N2CCOCC2)CC1	1%	-19%	0.1%	-2%	1%	-2	-1%	1%	?	18%
COc1ccc2c(c1)O[C@H](c1ccc3c(c1)OCO3)[C@@H](O)C2=O	-3%	?	0.2%	-3%	3%	6	17%	-11%	?	3%
C/C(=C/C(=O)NCc1ccccc1)C(=O)O	4%	-8%	0.6%	0%	4%	-1	7%	-3%	15%	3%
O=Cc1cn(CC(=O)N2CCc3ccccc32)c2ccccc12	1%	-4%	-0.1%	2%	-2%	-2	0%	-14%	17%	29%
COc1cccc(C(=O)NCCCNC(=O)c2ccco2)c1	6%	2%	0.4%	-8%	9%	3	2%	-23%	10%	0%
Cc1ccc(NC(=S)N/N=C/c2ccc(OCCC(C)C)cc2)c(C)c1	2%	-21%	-0.1%	-10%	13%	3	4%	-14%	-13%	-3%
COc1ccc(Nc2cc(C)nc(N3CCN(C(=O)c4ccc5c(c4)OCO5)CC3)n2)cc1	-3%	-3%	0.1%	-6%	nt	0	-4%	7%	?	5%
CCn1c(C)nc2cc(C(=O)NNS(=O)(=O)c3c(F)cc(F)c(Cl)c3F)ccc21	nt	-22%	0.0%	-8%	-7%	2	-1%	1%	-10%	6%
CCOC(=O)C1CCCN(C2CCN(Cc3nc(Cc4ccccc4)no3)CC2)C1 (stereo unspecified)	3%	-15%	-0.9%	1%	-5%	0	1%	-16%	-4%	0%
COC(=O)CSc1nc2sc3c(c2c(=O)[nH]1)CCC3	-3%	-12%	-0.7%	-2%	-9%	1	4%	-4%	19%	0%
S=C(Nc1cccnc1)Nc1ccccc1Br	-5%	0%	0.2%	1%	1%	3	2%	22%	3%	1%
COc1ccc(C(=O)N/C(=C\c2cn(C)c3ccccc23)C(=O)OCC(C)C)cc1	-4%[46.1 µM]	-6%	-0.1%	-2%	-3%	26	-1%	-21%	12%	-6%
N=c1c2c3c(sc2nc2n1CCC2)CCCC3	-1%	11%	0.0%	-6%	-5%	-3	0%	12%	-3%	-3%
Cc1c(C(=O)N2CCCCC2)sc(N)c1C#N	-3%	18%	0.2%	-1%	7%	1	-2%	2%	-7%	0%
CC(C)(C)OC(=O)NCCCCC1=CC2=CC(=O)C(C)(O)C(=O)C2=CO1 (stereo unspecified)	-4%	-7%	nt	-2%	nt	nt	nt	-6%	nt	nt
COc1cc2c(cc1OC)C(Cc1ccc(O)c(Oc3ccc(C[C@H]4c5cc(OC)c(OC)cc5CCN4C)cc3)c1)N(C)CC2 (stereo partly specified)	nt	nt	0.2%	nt	nt	nt	12%	nt	?	1%
C=CCn1cccc(C(=O)Nc2ccc(OCC)cc2)c1=O	2%	118%	0.1%	-1%	6%	?	10%	-20%	-6%	-5%
CCc1nn(-c2cc(Cl)ccc2OC)c2c1C(=O)CCC2	5%	-65%	-0.4%	-5%	-28%	14	-15%	-25%	-13%	3%
C=CCn1c(SCC(=O)N2CCN(CCO)CC2)nc2sc3c(c2c1=O)CCC3	1%	-8%	-0.5%	-5%	5%	5	-18%	-28%	-4%	20%
CC(C)C(NC(=O)c1ccccc1NC(=O)c1ccco1)C(=O)NNC(=O)c1ccncc1 (stereo unspecified)	0%	-4%	-0.2%	1%	14%	0	3%	-3%	4%	-8%
CCOc1ccccc1N(CC(=O)Nc1ccc(S(=O)(=O)N2CCOCC2)cc1)S(=O)(=O)c1ccc(Cl)cc1	0%	-9%	0.6%	-1%	5%	2	-1%	17%	-11%	4%
Cc1cccc(OCC(=O)NCC2CCCO2)c1C (stereo unspecified)	0%	32%	-0.1%	-3%	-3%	2	-2%	8%	-14%	8%
OCCOCCN1CCN(C(=S)Nc2ccccc2)CC1	-2%	21%	0.1%	-3%	4%	2	8%	-52%[inhibitor]	0%	2%
C=C(c1ccccc1)c1ccccc1N	-2%	0%	0.0%	1%	nt	-3	4%	-21%	3%	20%
COc1ccc([N+](=O)[O-])cc1NC(=O)C(C)N(C)Cc1ccc(Br)cc1 (stereo unspecified)	1%[46.1 µM]	-35%	-0.3%	2%	0%	16	3%	-26%	21µM*	6%
Cn1c(=O)c2cc(S(=O)(=O)NC(C(=O)NC3CCCCC3)c3ccccc3)ccc2n(C)c1=O (stereo unspecified)	-1%	0%	-0.1%	3%	-3%	0	0%	11%	16%	0%
CCOC(=O)c1c(NC(=O)c2ccc(N3C(=O)C4C5C=CC(C5)C4C3=O)cc2)sc2c1CCCC2 (stereo unspecified)	30%	3%	0.0%	1%	-2%	-2	-13%	-16%	?	-8%
CC(C)c1nc(SCC(=O)Nc2cccc3ccccc23)n[nH]1	2%[46.1 µM]	-22%	-0.6%	-5%	nt	nt	-8%	-2%	-9%	2%
N#CC1=C2SCN(c3ccccc3)CN2C(=O)CC1c1c(Cl)cccc1Cl (stereo unspecified)	-3%	-2%&-10%	?	0%	5%	nt	?	-25%	?	3%
CC(OC(=O)CCc1nc2ccccc2c(=O)[nH]1)C(=O)Nc1ncc(Cl)cc1Cl (stereo unspecified)	2%	9%	0.0%	-4%	0%	-1	0%	7%	-10%	2%
Cc1noc(C)c1C(=O)OCC(=O)Nc1ccccc1Oc1ccccc1	6%	-5%	-0.1%	1%	-3%	?	-4%	-12%	-20%	0%
CC(=O)OC(COc1cccc(C)c1)Cn1cnc2ccccc21 (stereo unspecified)	1%	33%	0.1%	1%	-16%	8	-3%	22%	13%	5%
COC(=O)c1ccc(COC(=O)CCc2nc(-c3ccccc3)c(-c3ccccc3)o2)cc1	nt	11%	0.1%	nt	0%	20	6%	4%	10%	nt
